Bioassay records: PubChem, several laboratories
MBD2 inh: inhibitors of human MBD2 binding to methylated oligonucleotide; Q9UBB5; TR-FRET; inhibition, % at 4.4 µM; 370,000 tested, 0.31% active; AID 686964; in the data active = inhibition above about 13%
PRMT1 inh: PRMT1 (human) inhibition, primary screen; Q99873; AID 652257; 370,000 tested, 1.3% active; recombinant PRMT1, activity-based probe fluorescence polarization; inhibition, % at 2.79 µM;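 active = inhibition above about 21% made by adding two undisclosed values, limit read from the data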
Target sequence (Q99873 whole entry, looked up): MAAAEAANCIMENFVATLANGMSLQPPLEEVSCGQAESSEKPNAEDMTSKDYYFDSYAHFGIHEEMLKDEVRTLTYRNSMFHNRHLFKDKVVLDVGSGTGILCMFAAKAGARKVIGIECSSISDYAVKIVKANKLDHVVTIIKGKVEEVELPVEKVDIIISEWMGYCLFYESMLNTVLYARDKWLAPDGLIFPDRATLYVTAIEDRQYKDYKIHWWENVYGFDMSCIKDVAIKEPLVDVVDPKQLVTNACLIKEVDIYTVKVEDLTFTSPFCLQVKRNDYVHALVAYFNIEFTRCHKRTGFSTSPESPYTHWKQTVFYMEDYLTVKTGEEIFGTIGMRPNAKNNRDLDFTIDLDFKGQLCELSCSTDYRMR
NPR2 activator: GC-B (human) receptor activation; P20594; HEK293-GC-B cells, CNP EC30, cGMP TR-FRET; 0% at EC30 CNP, 100% saturating CNP; activation, % at 10 µM; 370,000 tested, 0.11% active; AID 1920062;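 active = activation at 10 µM reaching about 35% in either raw or pattern-adjusted values, limit read from the data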
LEDGF integ inh: blocks HIV-1 LEDGF/p75-dependent DNA integration; TR-FRET IN-LEDGF/p75 DNA integration, Eu/Cy5; inhibition, % at 3.7 µM; 370,000 tested, 0.64% active;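 active = inhibition above the screen-wide mean plus 3 SD, cut at about 13% in these data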;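 note: signal is the Cy5 over europium emission ratio at 671 and 618 nm; 0% = plate median of compound wells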
TCR-CD3 inh: blocks the human TCR-CD3 interaction. inhibition, % at 9.4 µM. AID 651800. TAMRA-labeled TCR probe fluorescence, biochemical. 360,000 tested, 0.37% active; in the data active = inhibition above about 19%;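 note: recombinant mutant TCR 2C K166C tagged with TAMRA read by polarization; 0% = receptor in buffer alone and 100% = receptor with positive control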
ABHD4 inh: ABHD4 (mouse) inhibition, primary FP screen. purified mABHD4, FP-Rh probe fluorescence polarization. inhibition, % at 8.92 µM. 370,000 tested, 0.54% active;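 active = inhibition exceeding the mean over every tested compound plus 3 SD, cut at about 30% in these data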;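 note: 0% = plate median of compound wells and 100% = S159A mutant with DMSO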
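Assay system: mouse ABHD4 enzyme, wild type / Also added: fluorescent activity-based probe FP-Rh / Doses: single nominal dose of 8.92 µM, 0.89% DMSO final / Timing: 45 min compound pre-incubation plus 60 min probe step, 25 °C / Signal: FP readout, ex 525 nm / em 598 nm / Control set: S159A mutant/DMSO as 100%, compound-well median as 0%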
HTRA1 inhibitor: inhibitors of human serine peptidase HTRA1; AID 504803; inhibition, % at 5.96 µM; 340,000 tested, 0.5% active; Q92743; recombinant HTRA1, FP-rhodamine activity-based probe, fluorescence polarization; in the data active = inhibition above about 36%;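 note: 0% = enzyme with DMSO and 100% = wells lacking enzyme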
Target sequence (Q92743 whole entry, looked up): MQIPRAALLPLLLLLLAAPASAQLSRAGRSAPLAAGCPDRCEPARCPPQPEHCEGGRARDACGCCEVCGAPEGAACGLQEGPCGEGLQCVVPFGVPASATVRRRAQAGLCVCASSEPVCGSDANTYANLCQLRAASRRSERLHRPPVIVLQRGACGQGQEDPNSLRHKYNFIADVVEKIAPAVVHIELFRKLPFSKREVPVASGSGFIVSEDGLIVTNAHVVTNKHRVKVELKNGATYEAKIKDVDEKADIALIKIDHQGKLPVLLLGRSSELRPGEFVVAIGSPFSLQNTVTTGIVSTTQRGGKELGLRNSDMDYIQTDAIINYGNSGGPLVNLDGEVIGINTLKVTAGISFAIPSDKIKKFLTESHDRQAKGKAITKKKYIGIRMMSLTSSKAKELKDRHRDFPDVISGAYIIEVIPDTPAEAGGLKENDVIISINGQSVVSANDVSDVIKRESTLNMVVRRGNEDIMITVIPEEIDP
SIAE inh: human SIAE inhibition, primary screen; Q9HAT2; SIAE FP-Rh probe binding, fluorescence polarization; inhibition, % at 9.66 µM; 370,000 tested, 0.69% active;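 active = inhibition above a cutoff: mean of compounds within the control limits plus 3 SD of those, cut at about 17% in these data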;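 note: 0% = plate median of compound wells and 100% = probe without SIAE protein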
rCAG RNA binder: molecules binding r(CAG) RNA repeats. inhibition, % at 3 µM. r(CAG) RNA repeat, TO-PRO-1 dye displacement fluorescence. 370,000 tested, 1.3% active;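 active = inhibition above the plate cutoff, the mean of all test compounds on that plate plus 3 SD, cut at about 35% in these data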;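 note: 0% = DMSO alone and 100% = 100 µM mitoxantrone as full dye displacement; higher means more dye released from RNA so lower well fluorescence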
TDP2 absorb: TDP2 (human) inhibition, absorbance primary screen; O95551; recombinant TDP2, T5PNP hydrolysis, p-nitrophenol absorbance 415 nm; inhibition, % at 12.8 µM; 370,000 tested, 0.34% active; AID 720702;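 active = inhibition above the mean of all tested compounds plus 3 SD, set per campaign, cut at about 25% in these data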;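 note: 0% = DMSO with enzyme and 100% = buffer with substrate but no TDP2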
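Material: recombinant human TDP2; quantity: TDP2 enzyme at 120 nM final; medium: Tris-HCl pH 7.5 with MgCl2; compound: single concentration, 12.8 µM nominal, with 1% DMSO; incubation: 2 h enzyme incubation at 37 °C; signal: epi absorbance; measure: percent inhibition; benchmarks: high control without enzyme, low control DMSO plus TDP2; repeats: singlicate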
* hit, by the source's call; / = no result given. Not all compounds are listed; rates above refer to the full screens.

Every second line gives: SIAE inh | PRMT1 inh | HTRA1 inhibitor | rCAG RNA binder | LEDGF integ inh | TCR-CD3 inh | ABHD4 inh | TDP2 absorb | NPR2 activator | MBD2 inh
> Cc1ccc(-c2csc(NCCn3c(-c4ccncc4)nc4ccccc43)n2)cc1
→ 10 | 3 | 8 | 4 | 0 | -7 | 0 | -9 | -22 | -4
> CSc1nc(-c2cccs2)c(C#N)c(=O)[nH]1
→ -1 | 0 | 4 | 7 | 0 | 5 | -4 | 12 | 15 | -2
> c1ccc(OCc2nn3c(Cn4cnc5ccccc54)nnc3s2)cc1
→ 1 | 1 | -5 | 2 | 2 | -4 | 0 | 18 | 3 | 2
> CCCCn1c(Oc2ccc(C(=O)OC)cc2)nc2c1c(=O)n(C)c(=O)n2C
→ 8 | -2 | -8 | -2 | 4 | 5 | 3 | 7 | -7 | 0
> CCN(CC)CCCNc1ccc(-c2nnc(-c3ccc(OCC(C)C)cc3)o2)cn1
→ -6 | 0 | 2 | 9 | 4 | 9 | -1 | -3 | -10 | -3
> CC(=O)Nc1sc2c(c1C(=O)N1CCOCC1)CCCCC2
→ 0 | 1 | 6 | -3 | 4 | 12 | 8 | -4 | 2 | -3
> COCCN1C[C@@H](CO)O[C@@H](n2cnc3c(NCCN(C)C)ncnc32)C1
→ -11 | -7 | / | 2 | 3 | 2 | 4 | -10 | 6 | 1
> COc1ccc(C2C(C(=O)Nc3cccnc3)=C(C)Nc3nc(-c4cccs4)nn32)cc1 (stereo unspecified)
→ -4 | 1 | 2 | 3 | -1 | 6 | -8 | -7 | 1 | 2
> CCOC(=O)N1CCN(CC(=O)Nc2cc3c(cc2C(C)=O)OCO3)CC1
→ 6 | 20 | 6 | 1 | -5 | -6 | 6 | 10 | 4 | 1
> O=C(O)c1cccc(NC(=S)N/N=C/c2ccccc2OCc2ccc(Br)cc2)c1
→ 14 | 11 | -143 | 80* | 3 | -1 | -13 | 1 | -10 | -5
> CCC(C)(C)C1CCc2[nH]nc(C(=O)NN)c2C1 (stereo unspecified)
→ -3 | -5 | 0 | 0 | 2 | 1 | -2 | 3 | 6 | 0
> COc1ccccc1C(CC(=O)O)NS(=O)(=O)c1ccc2c(c1)N(C(C)=O)CC(C)O2 (stereo unspecified)
→ -3 | -3 | 4 | 2 | 3 | 0 | -5 | -9 | 1 | 2
> Cn1c(SCC(=O)NCc2ccco2)nc2ccccc2c1=O
→ -5 | 0 | -2 | 3 | 2 | 7 | 0 | -3 | 7 | -8
> COC(=O)c1cc(-c2cccc(OC)c2)on1
→ 10 | 2 | 3 | 2 | -4 | 0 | -7 | -10 | -8 | -6
> CC(C)C(=O)N1CCN(c2ccccc2NC(=O)c2cccc(Cl)c2)CC1
→ 0 | -1 | 2 | -8 | -3 | 0 | 0 | -6 | 0 | 3
> COc1ccc2oc(C(=O)NN3C(C)CCCC3C)c(C)c2c1 (stereo unspecified)
→ -6 | 0 | 2 | -1 | 1 | 1 | 0 | 7 | 0 | 1
> CCOC(=O)C(Cc1ccccc1)C(=O)NCc1cccnc1 (stereo unspecified)
→ -7 | 2 | 0 | -2 | -2 | -8 | -2 | 14 | 7 | -2
> O=C(Cc1n[nH]c(=O)[nH]c1=O)N/N=C/c1cccc(Cl)c1
→ -5 | 0 | -2 | -3 | -4 | -3 | -3 | 10 | 1 | -4
> CCOc1ccc(CCN2C(=O)C(=O)N([C@@H](Cc3ccc(O)cc3)CN3CCC[C@@H]3CN3C(=O)C(=O)NC[C@@H]3Cc3ccccc3)C[C@@H]2Cc2ccccc2)cc1
→ 8 | 1 | -34 | 11 | 2 | -6 | 9 | 4 | 1 | 10
> COc1ccc(C(=O)NCC(=O)OCc2csc(-c3ccccc3)n2)cc1
→ 0 | -2 | -5 | -6 | 2 | 7 | -1 | 10 | -7 | 2
> Cc1ccc(S(=O)(=O)CCC(=O)Nc2nnc(-c3ccco3)o2)cc1
→ 2 | 3 | 2 | 3 | 0 | -7 | 4 | 4 | 2 | -2
> O=C(CN1C(=O)CSC1=O)N1CCCCC1
→ 1 | -4 | -6 | 2 | -1 | 1 | -2 | 5 | -1 | -1
> Cc1ccc(S(=O)(=O)N(C)c2c(C)ccc(S(=O)(=O)N3CCN(C)CC3)c2C)cc1
→ -8 | 2 | -3 | 0 | -2 | -7 | -21 | 0 | -1 | 9
> O=C1C2C3CCCC3=C3CCCC3C2C(=O)N1c1ccccc1 (stereo unspecified)
→ 5 | 0 | 12 | 4 | -3 | 5 | 4 | 3 | -16 | 0
> CC(C)c1ccc(Nc2nc(Cl)nc(Cl)n2)cc1
→ 3 | 0 | -5 | 2 | -2 | 1 | 5 | -2 | -2 | 0
> Nc1c(C(=O)CCC(=O)O)oc2ccc(Cl)cc12
→ 1 | -1 | -4 | 3 | 0 | 0 | 4 | 2 | 1 | -9
> O=C(Nc1ccc2c(c1)OCO2)Nc1ccccn1
→ 4 | -1 | 5 | 0 | -1 | 1 | 6 | 3 | 0 | 0
> Cc1onc(-c2ccccc2Cl)c1C(=O)NC(=S)NCc1cccnc1
→ 4 | 0 | -1 | 2 | 1 | -1 | -1 | -2 | 0 | 7
> O=C1c2ccccc2-c2cccc(NS(=O)(=O)c3ccc(C(F)(F)F)cc3)c21
→ -4 | -1 | -7 | 6 | 1 | 0 | -1 | -6 | 7 | -3
> CSc1nc2c(c(=O)n1C)SC(C)C2 (stereo unspecified)
→ -6 | -1 | 6 | 2 | 0 | 6 | -8 | -12 | 4 | -5
> Cc1ccc(OCC(=O)Nc2ccccc2C(=O)N2CCCC2)cc1
→ 5 | 0 | 9 | -7 | 1 | -6 | 0 | 6 | 11 | -7
> CC1(C)Cc2nc3[nH]c(=S)n(-c4ccccc4)c(=O)c3cc2CO1
→ 3 | -2 | 0 | 2 | 1 | 5 | 5 | 4 | 5 | -4
> Cc1ccc(S(=O)(=O)N2CC3(COC(C)(C)OC3)C[C@H]2CON2C(C)(C)CCCC2(C)C)cc1
→ 3 | 1 | / | / | -1 | / | -3 | -5 | -8 | 1
> COCCNCc1ccc(Cl)cc1Cl
→ -1 | -2 | -1 | 0 | 2 | 7 | 2 | 12 | 0 | -2
> CC1=C(C(=O)OCc2ccccc2)C(c2ccccc2[N+](=O)[O-])NC(=O)N1C (stereo unspecified)
→ 4 | 9 | 11 | 12 | 3 | 8 | 12 | -9 | 7 | -1
> CCOc1cc(/C=C2/C(=N)N3OC(C)=CC3=NC2=O)ccc1OC
→ -1 | -2 | 4 | 1 | 3 | 1 | -2 | 10 | -10 | 3
> COc1ccc(C)cc1NC(=O)Nc1ccccc1
→ -3 | 5 | -22 | 9 | -5 | 1 | -15 | -2 | -2 | 8
> COc1ccccc1OCCN(C#N)c1nc(N(C)C)nc(N(C)C)n1
→ -5 | 4 | -5 | -5 | -10 | 4 | 7 | -5 | -3 | -2
> N/C(=N\OC(=O)Oc1ccccc1)c1ccc([N+](=O)[O-])cc1
→ 2 | 3 | 9 | -1 | -2 | 0 | 5 | 2 | 0 | 2
> CCOC(=O)c1ccc(N2C(=O)c3n[nH]c(C)c3C2c2ccc(OC)cc2)cc1 (stereo unspecified)
→ -15 | 1 | -34 | -3 | -2 | 0 | -17 | -1 | 3 | 5

Part of the list above with just LEDGF integ inh.
| Molecule | LEDGF integ inh |
| --- | --- |
| Nc1c(C(=O)CCC(=O)O)oc2ccc(Cl)cc12 | 0 |
| O=C(Nc1ccc2c(c1)OCO2)Nc1ccccn1 | -1 |

(listing goes on)
Every second line gives: SIAE inh | PRMT1 inh | HTRA1 inhibitor | rCAG RNA binder | LEDGF integ inh | TCR-CD3 inh | ABHD4 inh | TDP2 absorb | NPR2 activator | MBD2 inh
> COCCNC(=O)CN(C(=O)c1ccc(N2CCCC2)nc1)c1ccc(Cl)cc1
→ -2 | 2 | 2 | -10 | -3 | 2 | 0 | -2 | 1 | -1
> CCOc1ccccc1OCCC(=O)OCC(=O)Nc1c(C)nn(-c2ccccc2)c1C
→ 6 | 1 | 2 | -7 | -1 | 7 | 8 | -3 | 5 | -1
> Cc1ccc(NC(=O)Cn2c(O)c(N=NC(N)=S)c3ccccc32)cc1
→ 2 | -2 | 2 | 24 | -2 | 3 | -7 | 9 | 2 | 1
> N#Cc1ccccc1NC(=O)CN1CCOCC1
→ -11 | -2 | 4 | -1 | -1 | 9 | -5 | 4 | -1 | 1
> O=C1c2ccccc2C(=O)N1CCCCNc1ccccc1
→ 6 | 2 | 6 | 1 | -1 | 9 | 1 | -9 | -1 | 1
> CCc1cc(=O)oc2cc(C)cc(OC(C)C(=O)NCc3ccccn3)c12 (stereo unspecified)
→ 12 | -2 | 5 | -7 | 1 | 9 | 0 | 24 | -7 | -8
> CCC(c1nnc(SCC(=O)Nc2ccc(C(=O)Nc3ccccc3OC)cc2)o1)N(C)C (stereo unspecified)
→ -9 | 0 | -20 | 8 | -1 | 5 | -10 | 9 | -4 | 3
> CCN(CC)C(=O)c1ccc(-c2nnc(Nc3ccc(C(=O)NC)cc3)c3ccccc23)cc1
→ 5 | 1 | -7 | 0 | -6 | 7 | -5 | -10 | -3 | 0
> Cc1nc2c(c3c1[nH]c1ccccc13)C(=O)CC(C)(C)C2
→ -8 | 1 | -23 | 3 | 2 | -4 | -4 | -4 | -11 | -2
> Cc1ccc(NC(=O)CSc2nc(N)cc(=O)[nH]2)cc1Cl
→ 1 | 1 | -1 | 4 | -1 | 4 | 0 | -3 | -4 | 0
> CCCN(CC(=O)Nc1cc(C)on1)S(=O)(=O)c1cccc(C(F)(F)F)c1
→ 0 | -3 | -6 | -6 | -1 | 8 | 6 | -4 | 2 | 0
> CN(c1ccccc1)S(=O)(=O)c1ccc2[nH]c(=O)oc2c1
→ 0 | 5 | 0 | 3 | -5 | -4 | -1 | 4 | 3 | 6
> CCN(CC)S(=O)(=O)c1ccc2oc(C(=O)O)c(C)c2c1
→ 0 | 1 | 8 | -2 | 1 | 4 | -9 | 8 | 1 | 3
> COc1ccc([N+](=O)[O-])cc1N/C(=N/S(=O)(=O)c1ccccc1)c1ccccc1
→ 8 | -1 | 0 | 2 | 0 | -3 | -2 | 6 | 0 | -1
> O=C(CN1CCN(S(=O)(=O)c2ccccc2)CC1)Nc1ccccc1C(=O)NC1CC1
→ 4 | -4 | -6 | -1 | 0 | -5 | 4 | 6 | 4 | 1
> OC[C@H]1OC(Nc2ccc(N=Nc3ccccc3)cc2)[C@@H](O)[C@@H](O)[C@@H]1O (stereo partly specified)
→ -3 | -8 | 10 | 0 | 2 | 0 | -2 | -7 | -2 | -9
> Cc1ccc(C(=O)N/C(=C/c2ccco2)C(=O)NCCCn2ccnc2)cc1
→ -1 | -1 | 6 | -1 | 5 | 5 | -9 | -8 | 3 | -3
> CN(Cc1nc(-c2ccccn2)no1)S(=O)(=O)c1ccccc1
→ 1 | 1 | -7 | -5 | 1 | -5 | 7 | 4 | 3 | 2
